# Yfh1-depleted yeast = enhancers of respiration in Yfh1-depleted yeast, dose response, Friedreich's ataxia, plus single-dose screen (AID 1465) | fold induction at 50 µM, or EC50 in µM where a hit was titrated | hit rate 0.074% among 220,000 | S. cerevisiae Yfh1-off respiration, WST-1 reduction, 72 h; higher fold induction means a stronger effect;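 active means fold induction of absorbance versus untreated yeast above a set limit, then at least 30% activation at any dose in follow-up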;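 further: activators that raise dye reduction in frataxin-depleted yeast; strong numbers were not always called active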
# MT stabilize HCS = stabilizes microtubules in HeLa cells; AID 2205; HeLa tubulin immunostaining HCS, 24 h; share of cells brighter than vehicle mean+2SD; % tubulin-high responders, % at 10 µM; hit rate 0.83% among 200,000;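 active means plate Z-score above 3 for both tubulin-high and condensed-nucleus cell shares, with cell loss under 80%, at 10 µM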;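 further: anti alpha tubulin signal scored within the nucleus-defined area of each cell; some results filed as inactive read as strong as hits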
# human PMI inhibition = MPI enzyme activity inhibition – biochemical, fluorescence intensity, coupled assay, primary screen (AID 1209) | purified PMI enzyme, coupled fluorescence intensity; higher % means a stronger effect | hit rate 0.42% among 190,000 | one-dose inhibition, % at 20 µM; IC50 in µM for titrated hits;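 further: plate controls were DMSO vehicle for no effect and wells lacking substrate for full effect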
# WT yeast gro inh = growth inhibition of WT yeast, mitochondrial fusion screen; mitochondrial fusion phenotypic screen, WT strain; inhibition, % at 10 µM; hit rate 2.1% among 190,000; AID 1362; in the data active means inhibition above about 58%; tested in S. cerevisiae
# Dynein cargo inh = dynein cargo transport inhibition | 3617.4 mouse cells, GR-EGFP nuclear translocation imaging; test concentration mostly 20 µM; stimulated with dexamethasone, 1 µM; active compounds read low | z-score, hits read low | hit rate 0.47% among 220,000 | AID 1381;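 active means plate z-score of nuclear minus cytoplasmic receptor signal below a set negative limit, without overly bright fluorescence or cell loss, cut at about -3.5 in these data, passing the limit was not always enough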;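 further: z-score of nuclear minus cytoplasmic ring GR-EGFP intensity difference per well; some compounds called inactive have numbers as strong as hits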
#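 Buffer or medium: tet-free medium with charcoal-stripped serum / Also added: dexamethasone agonist, 1.0 µM final, for 30 min / Timing: induction 48 h, compound 1 h, agonist 30 min / Measured by: high-content fluorescence imaging after fixation / Read-out: nuclear-to-cytoplasmic GR-EGFP distribution per well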
# human PMI inhibitors = MPI inhibition at elevated mannose 6-phosphate – biochemical, fluorescence intensity, high mannose 6-phosphate, primary screen (AID 1220) | recombinant PMI enzyme, coupled fluorescence intensity; higher % means a stronger effect | one-dose inhibition, % at 20 µM; IC50 in µM for titrated hits | hit rate 0.66% among 190,000
# Autophagy mod = modulators of autophagy; MEF GFP-LC3 puncta imaging; test concentration mostly 10 µM; calls only at 10 µM (by protocol); hit rate 0.98% among 190,000;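 active means percentage of spot-positive cells more than 3 SD above its plate mean, without a fluorescence outlier flag or 80% toxicity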;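 further: spot-positive cell cutoff set from DMSO-treated cells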
# b-catenin transl = alters nuclear translocation of beta-catenin in HeLa cells; immunofluorescence imaging; nuclear translocation activity, % at 5 µM; hit rate 0.3% among 190,000; AID 1665;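 active means nuclear translocation activity above 50% at 5 µM, with a well cell count of 50 or more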;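 further: per-cell ratio of nuclear to cytoplasmic median beta-catenin stain intensity; plate controls were DMSO negative control for no effect and GSK-3 inhibitor IX positive control for full effect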
#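 Test system: HeLa cells, endogenous beta-catenin; Compound: single 5 µM dose plus 0.02–20 µM confirmation series; Times: compound exposure 24 h at 37°C; Signal: fluorescence imaging of beta-catenin antibody stain plus DAPI; Read-out: % activation, nuclear-to-cytoplasmic median beta-catenin signal ratio per cell.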
# Insulin prom up = MIN6 insulin promoter up-regulation. MIN6 insulin promoter-GFP reporter, high-content imaging; active compounds read high. z-score at 5 µM. hit rate 0.3% among 190,000;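 active means z-score above 3 at 5 µM with at least 500 cells counted in the well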
# WT yeast gro inh mutant strain = also measured in WT yeast gro inh; calls as there; inhibition, %; mitochondrial fusion phenotypic screen, mutant strain inhibition
# Dynein cargo inh cytoplasmic EGFP = further read-out of Dynein cargo inh, marked with its call; z-score; measured here: cytoplasmic GR-EGFP intensity; active compounds read high
# Dynein cargo inh nuclear GR-EGFP = recorded beside Dynein cargo inh, whose call it bears; z-score; measured here: nuclear GR-EGFP intensity;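 lower value marks the stronger effect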
# Dynein cargo inh cell count = recorded beside Dynein cargo inh, whose call it bears; z-score; measured here: cell count per field
# Insulin prom up cell count = also measured in Insulin prom up; calls as there; cell count; measured here: cytotoxicity, nuclei count;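 total cells summed across four imaged fields per well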
# b-catenin transl cell count 5 µM = further read-out of b-catenin transl, marked with its call; cell count; measured here: cell count, cytotoxicity flag
# MT stabilize HCS Hoechst-high % = recorded beside MT stabilize HCS, whose call it bears; % Hoechst-high responders; measured here: nuclear condensation Hoechst responders;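 share of cells brighter than vehicle mean plus two SD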
# MT stabilize HCS cytotoxicity % = also measured in MT stabilize HCS; calls as there; toxicity, %; measured here: cytotoxicity by cell density;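 0% = mean cell density of plate MIN control wells and 100% = no cells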
# Autophagy mod cell loss 18 h = recorded beside Autophagy mod, whose call it bears; toxicity, %; measured here: cell loss, nuclei count;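 cell loss after 18 h compound exposure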
# Starred values were filed as active, the others as inactive; i = inactive; x = no result given; & = joins results of further samples. Unless noted, no stated cut-off is given here; in the data, active means inhibition above about 50%; inactive means the rest.
Structure,Yfh1-depleted yeast,MT stabilize HCS,MT stabilize HCS Hoechst-high %,MT stabilize HCS cytotoxicity %,human PMI inhibition,WT yeast gro inh,WT yeast gro inh mutant strain,Dynein cargo inh,Dynein cargo inh cytoplasmic EGFP,Dynein cargo inh nuclear GR-EGFP,Dynein cargo inh cell count,human PMI inhibitors,Autophagy mod,Autophagy mod cell loss 18 h,b-catenin transl,b-catenin transl cell count 5 µM,Insulin prom up,Insulin prom up cell count
Cn1nc(C(F)(F)F)c(C(=O)Nc2ccc(F)cc2F)c1Cl,i,4.6,2.7,6.2,8%,-11,13,-0.13,-0.29,0.38,-0.39,10%,i,-5,-1.0,1054,-0.24,1248
CNC(=O)NNC(=O)c1onc(-c2c(Cl)cccc2Cl)c1C(=O)OC,i,x,x,x,x,x,x,0.45,-0.1,0.65,-0.1,x,x,x,0.7,1331,-0.37,1015
CC(C(=O)O)C1SC(=O)NC1=O (stereo unspecified),i,2.3,1.6,7.0,5%,9,26,-0.62,-0.27,0.0079,0.62,3%,i,24,-1.1,1111,0.16,904
O=c1c2ccccc2cnn1Cc1n[nH]c(=S)n1-c1ccc(F)cc1,i,3.9,2.7,12,-4%,-26,-11,-0.28,-0.32,0.3,0.61,-6%,i,-2,-3.9,1127,-0.09,1573
C/C(=N\NC(=O)OC(C)(C)C)c1ccccc1Br,i,1.8,0.8,6.6,-5%,-11,-29,-0.22,-0.36,-0.13,0.2,-7%,i,1,1.0,1512,x,x
COc1ccc(-c2nsc(SCC(=O)Nc3cc(C)on3)n2)cc1,i,3.1,1.6,4.3,31%,1,-10,0.58,0.22,0.42,0.48,16%,i,-4,0.9,1009,-0.3,1088
COc1cccc(N=CC2=C(O)CC(C)(C)CC2=O)c1,i,2.8,3.3,11,-18%,0,-10,0.6,-0.25,0.84,-0.012,-15%,i,6,-2.3,538,0.66,1325
O=Cc1ccc(-c2cccc(C(=O)O)c2)o1,i,4.0,2.0,4.3,-13%,-10,2,-0.85,-0.33,0.049,0.74,-4%,i,7,-3.7,1130,0.43,1323
CSc1sc(C)cc1C1C(C#N)=C(N)N(c2cccnc2)C2=C1C(=O)CCC2 (stereo unspecified),i,6.1,4.2,1.8,-4%,1,6,-1.2,-0.29,-0.37,0.44,13%,i,19,-1.2,1328,-0.15,1491
COc1ccccc1/C=N/NC(=O)c1ccccc1Cl,i,1.9,2.1,3.8,11%,-8,-9,0.55,-0.35,0.27,-0.79,3%,i,-4,-1.5,1144,0.66,1319
Cc1nn(Cc2ccccc2)c(C)c1NC(=O)Cn1nc([N+](=O)[O-])c(Cl)c1C,i,3.1,1.8,1.5,5%,0,-3,-0.24,-0.21,0.15,1.2,-1%,i,-23,0.2,1303,-0.51,1638
CCC(=O)Nc1nc2nc(-c3ccccc3)cc(=O)n2[nH]1,i,x,x,x,x,x,x,0.085,-0.24,0.62,-0.9,x,x,x,-1.3,1315,0.21,1013
CCOC(=O)c1cc2c(s1)-c1ccccc1CC2,i,2.6,1.7,0.4,0%,17,4,-0.2,-0.1,0.46,0.24,0%,i,-28,-0.8,1346,0.47,1665
O=C(Nc1ccc(NC(=O)c2ccccc2Cl)nc1)c1ccncc1,i,3.2,2.2,9.6,0%,-18,-14,0.4,-0.21,0.61,0.23,3%,i,4,-0.2,1102,-0.62,1406
CCN(CC(=O)NCc1cccs1)C(=O)CCc1c[nH]c2ccccc12,i,2.8,2.2,5.3,5%,5,8,-0.8,-0.17,-0.58,0.15,9%,i,-1,-2.0,1117,0.85,1163
COc1c(OC(C)=O)ccc(/C=C/c2ccc3ccccc3n2)c1[N+](=O)[O-],i,1.5,2.3,7.5,11%,68*,42*,0.37,-0.19,-0.38,0.15,14%,i,3,-3.2,1099,-0.05,1810
Cc1c(C#N)c(N=CN(C)C)c(C(=O)c2ccccc2)n1-c1ccccc1,i,5.2,2.2,2.8,16%,-8,-17,0.21,-0.095,0.0032,-0.31,18%,i,-7,x,x,0.21,1243
CCOC(=O)N1CCN(Cc2cc(=O)oc3ccc(Cl)cc23)CC1,i,1.5,1.7,6.6,2%,0,1,-1.3,-0.19,-0.7,1.1,4%,i,9,-1.5,918,0.14,1176
O=c1c2ccccc2ncn1-c1ccc(Cl)cc1,i,x,x,x,x,x,x,0.37&-0.24,-0.27&-0.2,0.13&-0.38,-0.068&0.37,x,x,x,-0.6&-1.2,1144&1144,0.12&0.13,1472&1408
COc1cc(OC)c(NC(=O)CS(=O)(=O)Cc2nc(-c3ccc(C)cc3)oc2C)cc1Cl,i,8.6,5.0,2.6,8%,15,4,-0.64,-0.21,-0.35,0.39,25%,i,6,x,x,3,805
O=C1c2ccccc2C(=O)N1CCN1CCOCC1,i,2.3,2.8,4.1,3%,-27,-1,-0.4,-0.24,-0.18,0.42,3%,i,-2,x,x,0.29,876
O=C(NCC1CCCO1)C1CCCN1C(=O)Nc1ccc(Cl)c(Cl)c1 (stereo unspecified),i,4.1,1.8,5.4,x,5,-2,-0.33,-0.27,-0.2,0.33,x,i,4,0.8,1468,0.15,1667
CC1CN(CC(O)COC(c2ccccc2)c2ccccc2)CC(C)O1 (stereo unspecified),i,5.5,2.4,5.9,11%,3,5,0.52,-0.19,0.56,-0.42,0%,i,5,0.9,1006,0.27,1500
Cc1ccccc1CNC(=O)Nc1cccs1,i,4.5,4.8,3.1,21%,6,0,0.14,-0.24,0.21,0.23,-11%,i,5,0.6,1303,0.09,1575
COc1cc(NC(=S)Nc2ccccn2)cc(OC)c1OC,i,7.9,0.8,8.4,5%,13,-2,1.1,-0.24,0.34,-0.2,9%,i,1,-3.2,1004,0.08,1481
COc1ccc(OCCN(C)Cc2ccccc2)cc1,i,5.1,2.3,8.6,11%,11,32,0.33,-0.1,0.37,-0.72,12%,i,-5,0.2,1023,x,x
O=C(O)Cc1ccc(N=Nc2c(O)c(C(=O)O)cc3ccccc23)cc1,i,x,x,x,x,x,x,-0.88,0.0041,-0.63,1.1,x,x,x,-0.6,999,-0.28,1493
O=C(Nc1ccon1)c1cnc2sccn2c1=O,i,3.0,4.3,5.9,4%,1,6,-0.2,-0.13,-0.088,0.96,2%,i,5,0.1,1448,0.16,1590
CCN(Cc1cc(=O)[nH]c2ccccc12)C(=O)C(C)C,i,x,x,x,x,x,x,0.27,-0.21,-0.27,0.76,x,x,x,-4.1,1213,-0.33,1501
CC1CC(C)(C)NC(C)c2ccccc21 (stereo unspecified),i,6.4,3.3,3.8,10%,-3,2,0.52,-0.24,0.61,0.23,12%,i,9,0.3,1482,0.45,1405
NC(=O)CC(NC(=O)Cc1ccc(Br)cc1)c1ccc(N2CCN(c3ccccc3)CC2)c([N+](=O)[O-])c1 (stereo unspecified),i,x,x,x,x,x,x,0.46,-0.8,0.35,-0.19,x,x,x,-1.4,1322,0.35,909
Cc1c(Cl)cccc1NC(=S)N(Cc1cccnc1)Cc1ccccc1Cl,i,2.4,2.9,6.0,3%,35,41,2.2,-0.2,1.3,-2,1%,i,7,-3.2,1103,0.06,1181
CC(C)(C)NC(=O)/C(=C\c1ccccc1F)NC(=O)c1ccc([N+](=O)[O-])cc1,i,3.6,1.5,7.5,3%,-1,-3,0.4,-0.067,0.24,-0.71,5%,i,-21,x,x,0.01,1157
O=C(NC(=S)Nc1ccc(S(=O)(=O)Nc2nccs2)cc1)C1CC1,i,x,x,x,x,x,x,-0.58,-0.15,-0.34,0.51,x,x,x,-2.4,1218,-0.07,1344
CCCCC(=O)Nc1ccc(C(=O)N2CCC(C(=O)OCC)CC2)cc1,i,3.6,1.6,1.4,2%,-13,-8,-0.79,-0.27,-0.2,0.15,0%,i,2,x,x,-0.13,893
NC(=O)c1ccc(NC(=O)Cc2csc(-c3ccccc3)n2)cc1,i,1.7,2.2,4.7,1%,-10,-3,0.085,-0.16,-0.19,0.31,4%,i,23,1.0,1543,x,x
CC(C)COC(=O)n1ccc(C(=O)N2CCCCC2)n1,i,4.6,1.3,5.3,-9%,-13,19,0.1,-0.18,0.25,0.12,-6%,i,1,9.9,675,-0.06,1526
O=C(CN1CCN(S(=O)(=O)c2ccc(Br)cc2)CC1)Nc1ccc(F)cc1,i,5.3,3.7,6.2,0%,15,10,-1.4,-0.26,-0.99,-0.05,-9%,i,15,0.6,1056,-0.13,1780
CCOC(=O)c1sc2ccccc2c1OC(=O)c1ccc(C)cc1,i,2.8,2.4,6.9,13%,-3,-10,-0.39,-0.065,-0.27,-0.041,13%,i,-6,2.0,1088,-0.13,1370
OCCNc1nc(Cl)nc(NCc2ccco2)n1,i,1.8,1.5,7.4,x,-6,-7,1.1,-0.057,0.57,-2,x,i,4,1.4,1581,x,x
COc1ccccc1Cn1[nH]nnc1=S,i,x,x,x,x,x,x,0.044,-0.14,-0.067,-0.13,x,x,x,-5.0,1183,0.25,1464

# Pulled by structure from above:
Structure,Yfh1-depleted yeast,MT stabilize HCS,MT stabilize HCS Hoechst-high %,MT stabilize HCS cytotoxicity %,human PMI inhibition,WT yeast gro inh,WT yeast gro inh mutant strain,Dynein cargo inh,Dynein cargo inh cytoplasmic EGFP,Dynein cargo inh nuclear GR-EGFP,Dynein cargo inh cell count,human PMI inhibitors,Autophagy mod,Autophagy mod cell loss 18 h,b-catenin transl,b-catenin transl cell count 5 µM,Insulin prom up,Insulin prom up cell count
O=C(NC(=S)Nc1ccc(S(=O)(=O)Nc2nccs2)cc1)C1CC1,i,x,x,x,x,x,x,-0.58,-0.15,-0.34,0.51,x,x,x,-2.4,1218,-0.07,1344
CC(C)COC(=O)n1ccc(C(=O)N2CCCCC2)n1,i,4.6,1.3,5.3,-9%,-13,19,0.1,-0.18,0.25,0.12,-6%,i,1,9.9,675,-0.06,1526
